Bioassay records: PubChem BioAssay, National Center for Advancing Translational Sciences (NCATS)
RGS12 GoLoco inh: inhibitors of human Gai1-RGS12 GoLoco interaction (red fluorophore). Gai1:RGS12 GoLoco peptide FP, rhodamine, 10 min. AID 880. 230,000 compounds, 0.44% hits. Potency, µM (series often up to 61.6 µM), inactives show top-dose activity, negative = inhibition, actives largely listed as inhibitors. P63096; active = well fitted inhibition curve with a large enough effect, not every such curve was filed as active; inactive = no such curve, though single readings can be large or run the other way; also: % is scaled to controls: 0 for no effect and ±100 for the full control effect; nearly all actives have a fitted effect of over 30% in size; many of its hits are not listed in these tables
aGal spleen mod: inhibitors or activators of human alpha-galactosidase in spleen homogenate | AID 2107 | Potency, µM (doses to about 80 µM), inactives show top-dose activity change, negative = inhibition, usual class: inhibitors | human spleen homogenate, 4MU-alpha-Gal fluorescence, 40 min | 240,000 compounds, 0.008% hits;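 also: 0% = enzyme with vehicle and -100% = no enzyme basal signal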
Target sequence (P06280 32-429 limits assumed): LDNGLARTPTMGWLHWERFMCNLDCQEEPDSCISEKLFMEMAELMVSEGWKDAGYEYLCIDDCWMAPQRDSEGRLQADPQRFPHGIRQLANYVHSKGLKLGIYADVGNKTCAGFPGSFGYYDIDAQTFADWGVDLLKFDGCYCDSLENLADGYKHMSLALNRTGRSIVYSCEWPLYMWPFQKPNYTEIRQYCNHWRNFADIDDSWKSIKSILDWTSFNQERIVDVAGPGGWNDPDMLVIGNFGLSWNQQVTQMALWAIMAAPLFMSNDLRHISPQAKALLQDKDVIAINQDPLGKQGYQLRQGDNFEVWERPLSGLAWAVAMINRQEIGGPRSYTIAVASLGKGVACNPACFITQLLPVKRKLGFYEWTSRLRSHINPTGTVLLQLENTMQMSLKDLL
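Inhibition or activation of alpha-galactosidase in human spleen homogenate is scored by 4-MU fluorescence after 40 min at 37C, pH 5.0, with 1 mM substrate. AC50s come from concentration-response fitted to the Hill equation.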
SMN2 splice enh: SMN2 splice variant enhancement. HEK293 SMN2-luciferase splicing reporter, luminescence, 30-36 h. Potency, µM (top dose mostly 46.1 µM), inactives show top-dose activity change, positive = activation, actives largely listed as activators. 210,000 compounds, 2.8% hits. AID 1458; also: % of control where 0% means no effect; nearly all actives have a fitted effect of over 55% in size
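HEK293 cells carry an SMN2 […]–luciferase reporter in which exon 7 inclusion puts luciferase in frame. Cells were plated 10-12 h before compound addition, then incubated 30-36 h at 37C. ONE-Glo luminescence was read; sodium butyrate at 4.5 mM final served as control.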
JMJD2E inh: inhibitors of human JMJD2E histone demethylase; B2RXH2; JMJD2E catalytic domain, FDH-coupled NADH fluorescence (FDH is formaldehyde dehydrogenase); Potency, µM (series often up to 57.1 µM), inactives show at the highest dose activity change, negative = inhibition, actives largely listed as inhibitors; 230,000 compounds, 1.6% hits; active = well fitted inhibition curve with a large enough effect, not every such curve was filed as active; inconclusive = small, poorly fitted or top-dose-only effect, or another doubt; inactive = no such curve, though single readings can be large or run the other way;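 also: 0% = wells with enzyme and -100% = buffer wells without enzyme; nearly all actives have a fitted effect of over 50% in size; many of its hits are not listed in these tables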
GAA spleen mod: lysosomal alpha-glucosidase (human) modulation; human spleen homogenate, 4-MU-alpha-glucoside fluorescence; 240,000 compounds, 0.006% hits; Potency, µM (top dose mostly 79.9 µM), inactives show top-dose activity change, negative = inhibition, hits mostly inhibitors; AID 2112;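 also: 0% = enzyme with vehicle and -100% = no enzyme basal signal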
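AC50 values come from Hill-equation fits of concentration-response data, normalized to no-enzyme and full-activity controls. Enzyme source: 1 ug human spleen homogenate; 1 mM fluorogenic 4-MU glucoside, pH 5.0 citrate buffer, 37 C, 40 min.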
GAA glycogen mod: GAA glycogen-cleavage inhibition or activation; recombinant GAA, glycogen substrate, Amplex Red glucose oxidase fluorescence; Potency, µM (titrated, usually from 76.4 µM), without a hit: at the highest dose activity change, negative = inhibition, hits mostly inhibitors; 300,000 compounds, 0.38% hits;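 also: 0% = full enzyme reaction and -100% = no-enzyme basal signal; the screen sought inhibitors and activators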
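qHTS, 1536-well; enzyme 4 nM final; cpd up to 77 uM; substrate bovine liver glycogen 30 ug; 50 mM citrate/phosphate pH 5.0, 0.01% Tween-20; 37 C, 40 min; Amplex Red detection 45 min RT; Hill fit → AC50.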
ALDH1A1 block: ALDH1A1 (human) enzyme inhibition. P00352. Purified ALDH1A1, NADH fluorescence, propionaldehyde substrate. Potency, µM (series often up to 75.3 µM), for the others: at the top dose activity, negative = inhibition, usual class: inhibitors. 220,000 compounds, 7.3% hits. AID 1030; active = well fitted inhibition curve with a large enough effect, not every such curve was filed as active; inconclusive = small, poorly fitted or top-dose-only effect, or another doubt; inactive = no such curve, though single readings can be large or run the other way;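 also: plate controls were no enzyme wells and a reference inhibitor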
Target sequence (P00352 whole entry, looked up): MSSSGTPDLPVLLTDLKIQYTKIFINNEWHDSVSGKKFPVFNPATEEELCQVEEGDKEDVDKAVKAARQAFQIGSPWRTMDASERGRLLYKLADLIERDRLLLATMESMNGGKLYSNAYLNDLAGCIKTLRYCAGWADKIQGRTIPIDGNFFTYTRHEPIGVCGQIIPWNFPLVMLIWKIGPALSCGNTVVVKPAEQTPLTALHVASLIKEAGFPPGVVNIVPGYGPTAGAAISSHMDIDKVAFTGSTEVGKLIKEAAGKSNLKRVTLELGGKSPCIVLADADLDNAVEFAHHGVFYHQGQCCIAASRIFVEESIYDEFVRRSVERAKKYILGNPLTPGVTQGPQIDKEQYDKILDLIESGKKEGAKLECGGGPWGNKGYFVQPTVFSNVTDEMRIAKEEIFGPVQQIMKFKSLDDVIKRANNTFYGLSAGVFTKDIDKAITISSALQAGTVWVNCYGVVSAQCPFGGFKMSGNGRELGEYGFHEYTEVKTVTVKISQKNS
GAA inhib: inhibitors of human lysosomal alpha-glucosidase. 200,000 compounds, 0.005% hits. Potency, µM (series often up to 76.9 µM), for the others: top-dose activity change, negative = inhibition, most hits filed as inhibitors. purified human GAA, 4-MU-alpha-glucoside fluorescence;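 also: plate controls were uninhibited enzyme wells for no effect and no-enzyme background for full effect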
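Read-out is 4-methylumbelliferone fluorescence (Ex 365/Em 440 nm) after NaOH/glycine stop at pH 10. Enzyme 4 nM, substrate 400 uM, pH 5.0 citrate buffer, 20 min room temperature; AC50 from Hill-equation concentration-response.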
The depositor's hits bear a star; ? = inconclusive; · = no result given; & = joins results of further samples; [ ] = dose if it differs, or a comment. Unless noted, calls follow the shape of the dose curve; as a rule, active = well fitted curve in the direction sought with a large enough effect; inconclusive = small, poorly fitted or top-dose-only effect, or another doubt; inactive = no such curve, though single readings can be large; an effect the other way counts as inactive or inconclusive. Potency is read from the fitted curve at half-maximal effect. These rows are one share of the data; rates above refer to the full screens.

The opening two compounds (preview)
SMILES | RGS12 GoLoco inh | aGal spleen mod | SMN2 splice enh | JMJD2E inh | GAA spleen mod | GAA glycogen mod | ALDH1A1 block | GAA inhib
COc1ccccc1C(=O)N1c2ccccc2Sc2ccccc21 | 1% | -7% | -22% | 2% | -8% | -5% | 2% | -3%
O=C(Nc1cccc(S(=O)(=O)NC2=NCCCCC2)c1)C1COc2ccccc2O1 (stereo unspecified) | 8% | -2% | -10% | 6% | 1% | 20% | -7% | 9%

The list itself (from the top)
SMILES | RGS12 GoLoco inh | aGal spleen mod | SMN2 splice enh | JMJD2E inh | GAA spleen mod | GAA glycogen mod | ALDH1A1 block | GAA inhib
COc1ccccc1C(=O)N1c2ccccc2Sc2ccccc21 | 1% | -7% | -22% | 2% | -8% | -5% | 2% | -3%
O=C(Nc1cccc(S(=O)(=O)NC2=NCCCCC2)c1)C1COc2ccccc2O1 (stereo unspecified) | 8% | -2% | -10% | 6% | 1% | 20% | -7% | 9%
COC(=O)Nc1nc2c(s1)CCCC2 | 8% | 5% | 28% | 0% | -2% | 1% | 6% | 2%
O=C(/C=C/c1ccc(S(=O)(=O)N2CCOCC2)cc1)N1CCN(c2ccc(F)cc2)CC1 | -7% | 3% | · | 1% | -6% | 2% | · | ·
COc1cc(C(C(=O)NC2CCCCC2)N(Cc2cccs2)C(=O)Cc2c[nH]c3ccccc23)cc(OC)c1OC (stereo unspecified) | 6% | 7% | -31%[inhibitor] | 3% | -9% | 0% | 0% | 0%
O=c1c2[nH]c3ccccc3c2nc2n1CCCS2 | 4% | -16% | · | ? | 2% | 0% | ? | 1%
Cc1cccc(C(=O)N2CCc3cc(-c4nc(NC(=O)Cn5nnc6ccccc6c5=O)sc4C)ccc32)c1 | 12% | 3% | -40%[inhibitor] | -5% | 3% | 3% | 0% | 4%
COC(OC)c1ccnc(SCc2ccccc2Cl)n1 | 5% | -3% | · | 1% | 6% | -1% | 3% | -6%[15.4 µM]
O=C(O)CSc1nnc(NC(=O)c2ccc3c(c2)OCO3)s1 | 6% | -5% | -28% | -1% | · | 4% | 4% | -5%
Cc1ccc(NC(=O)c2ccc(F)cc2F)cc1NS(C)(=O)=O | 0% | -4% | · | -5% | 0% | 0% | · | ·
CCc1nnc(NC(=O)C(C)C)s1 | -4% | 0% | -3% | 2% | 1% | 8% | 2% | 2%
O=c1c(-c2ccccc2)nc2cnc(N3CCNCC3)nc2n1Cc1cccs1 | 3% | 22% | -9% | · | -12% | · | ? | ·
COc1ccc(C(O)(CCc2ccccc2)CCN2CCCCC2)cc1 (stereo unspecified) | -4% | -3% | -67%[inhibitor] | 2% | 0% | 2% | 2.2µM* | -4%
CNC(=S)Nc1cccc([N+](=O)[O-])c1 | 6% | -5% | -5% | -9% | 3% | 4% | ? | -7%
O=C(Nc1ccccc1)Nc1ccc(C(=O)N2CCCC2)cc1 | -8% | -1% | 6.3µM* | -3% | -2% | -1% | 7% | -3%
CCN(CC)CCCNC(=O)Cn1nc([N+](=O)[O-])c(Cl)c1C | 13% | -18% | · | -20% | -2% | -4% | 6% | 1%
CN(CC(=O)Nc1ccccc1Cl)C(=O)CSc1nnc(-c2ccco2)o1 | -6% | -6% | · | 3% | 3% | 11% | 2% | 7%
CCOC(=O)CN=C(NS(=O)(=O)c1ccc(Cl)cc1)c1ccccc1 | 11% | -5% | · | 2% | 0% | 2% | -9% | ?
CC(=O)NC1=NC(=O)/C(=C/c2cc(C)n(-c3ccc(NC(C)=O)cc3)c2C)S1 | 59%[activator] | -12% | 12% | ? | -18% | 9% | ? | -2%
CSCCC(NS(=O)(=O)c1ccc2c(c1)oc(=O)n2C)C(=O)NCc1ccc(C)cc1 (stereo unspecified) | 5% | -5% | · | 5% | 6% | -9% | · | ·
CCCCn1c(SCC(=O)NNC(=O)c2ccco2)nnc1-c1ccco1 | -9% | 3% | 0% | 1% | 2% | 7% | 4% | 1%
COc1ccc(OC)c(NC(=O)Cn2cccc2)c1 | 3% | -4% | 15% | ? | -12% | 0% | ? | -1%
O=C(N=Nc1ccc(NOC(=O)c2ccccc2Br)cc1)c1ccccc1O | 8% | 3% | -29% | ? | 2% | -24% | 22µM* | -13%
Cc1cccc(NC(=O)C(C)Oc2ccccc2C)n1 (stereo unspecified) | 0% | -5% | -11% | 1% | -8% | 3% | 7% | -11%
O=C(O)C1[C@H]2C(=O)N(C3CCCC3)C[C@]23C=C[C@H]1O3 (stereo partly specified) | 13% | 3% | -2% | 5% | 9% | 4% | 14% | -4%[15.4 µM]
COc1ccc(C2C3=C(CCCC3=O)Nc3nc(SCc4ccccc4)nn32)cc1OC (stereo unspecified) | 5% | 28% | 0% | -4% | -6% | 13% | 2% | ?
Cc1ccc(-c2nnn(CC(=O)Nc3ccc4nn(-c5ccccc5)nc4c3)n2)o1 | 12% | -11% | -8% | ? | -5% | -7% | ? | -7%
COc1ccc(NC(=O)C2CCCN(S(=O)(=O)c3c(C)[nH]c(=O)[nH]c3=O)C2)cc1 (stereo unspecified) | 0% | 4% | -8%&-5% | 8% | -2% | 17%[76.3 µM] | 10% | -14%
O=C(NCc1ccccc1)c1csc2c1CCCC2 | -2% | -6% | -15% | 6% | -3% | -1% | -4% | -6%
O=C(Nc1cccnc1)Nc1cc(Cl)cc(Cl)c1 | 23% | 4% | · | -7% | 4% | 3% | ? | -7%
CC(C)C(=O)NC(Nc1cccc2cccnc12)C(Cl)(Cl)Cl (stereo unspecified) | 4% | -6% | -10% | -8% | -3% | -1% | 7% | 0%
O=C(Nc1nnc(-c2ccc(F)cc2)o1)c1cc(Cl)sc1Cl | -1% | 4% | -78%[inhibitor] | ? | 5% | -5% | -3% | -2%
CCn1c(=O)cc(N2CCC3(CC2)OCCO3)[nH]c1=O | 3% | -3% | 17% | 7% | -9% | 0% | -3% | 3%
COc1ccc(C2C3=C(CC(C)(C)CC3=O)Oc3ncn(CCCn4ccnc4)c(=N)c32)cc1 (stereo unspecified) | 4% | 10% | -14% | 5% | 4% | 3% | -8% | -4%
CC(Sc1nc2cc(Cl)ccc2s1)C(=O)Nc1ccc2c(c1)OCO2 (stereo unspecified) | 40%[activator] | -6% | 26% | 1% | -6% | 11% | -1% | 1%
CCOc1ccnc(OCC)c1Br | -7% | -5% | ? | -4% | 0% | 0% | -1% | -10%
COc1cc(CCC(=O)Nc2cc(Cl)ccc2N2CCN(C)CC2)cc(OC)c1OC | 28% | 3% | -2% | 1% | -1% | 1% | -10% | -3%
O=C(c1ccccc1Nc1ccc(SC(F)F)cc1)N1CCCCCC1 | -8% | 7% | -25% | -20% | -8% | -1% | -9% | -14%
Cn1c(=O)c2c(nc(CN3CCN(Cc4ccccc4)CC3)n2Cc2cccc(Cl)c2)n(C)c1=O | -1% | 0% | -16% | -1% | -4% | -4% | ? | -5%
O=C1OC(N2CCN(C/C=C/c3ccccc3)CC2)c2ccccc21 (stereo unspecified) | 10% | 4% | 8% | -3% | 0% | -9% | -2% | -1%
CC12CC(NC(=O)N1c1cccc(C(=O)N3CCN(c4ccccn4)CC3)c1)c1ccccc1O2 (stereo unspecified) | 3% | 0% | -3% | 0% | -1% | 3% | 9% | -1%
O=C1OC(N2CCN(c3ccccn3)CC2)c2ccccc21 (stereo unspecified) | 6% | -2% | 1% | -17% | -5% | -5% | 1% | 0%
CCOc1ccccc1N(C(=O)c1snc(C(N)=O)c1N)C(C(=O)NCCC(C)C)c1ccco1 (stereo unspecified) | 12% | 4% | -6% | ? | -2% | -1% | ? | -2%
COc1ccccc1NC(=O)c1nc[nH]c1C(=O)Nc1ccccc1OC | -7% | 7% | 3% | -1% | -24% | -9% | ? | -3%
O=C(O)c1ccc(Sc2nnc3ccccn23)c([N+](=O)[O-])c1 | 8% | -7% | · | 1% | -8% | 12% | · | ·
COc1ccc(CCNC(=O)c2ccc(CNS(=O)(=O)c3ccccc3)cc2)cc1OC | -18% | 2% | 3%&11% | 8% | 2% | -8%[76.3 µM] | 2.5µM* | 2%
CCN(CC)c1ccc(/C=C2\C(=O)c3ccc(C(=O)O)cc3C2=O)cc1 | -103% | 1% | -9% | -3% | -3% | -3% | 3.2µM* | ?
COCCNC(=O)c1onc(CSc2ccc(F)c(F)c2)c1C(=O)O | 2% | -2% | -12% | 1% | -1% | 2% | -1% | 2%
C[N+]1(CC(=O)OC2CCCCCCCCCCC2)CCCC1 | -36% | 1% | -23% | -4% | 0% | 7% | -16% | 6%
CSc1cccc(NC(=O)C2CCN(C(=O)c3ccccc3C)CC2)c1 | 3% | -4% | -7% | -3% | -5% | 13% | 5% | -10%
O=C(O)/C=C/C(=O)NCCc1cccc(Cl)c1 | 5% | 6% | · | 11% | -2% | 1% | ? | -6%
C[C@H]1C=C(C(=O)NC2CC2)O[C@@H](OCc2ccc(CO)cc2)C1 | 3% | 3% | · | 7% | 2% | 0% | · | ·
COC(=O)c1nc2cc3c(cc2c(C)c1C(=O)OC)OCO3 | -12% | 1% | 8% | ? | 1% | 10% | ? | 1%
COc1ccc(CNC(=O)Nc2cc(C)ccc2C)cc1 | 9% | 4% | · | -10% | 5% | -11% | 6% | 2%
Cn1c(N)c(C(=O)COC(=O)c2ccc3c(c2)OCCO3)c(=O)n(C)c1=O | 11% | 1% | -16% | 7% | -1% | 0% | 1% | -12%
COc1ccc(S(=O)(=O)Nc2ccc(S(=O)(=O)N3CCOCC3)cc2)cc1C | 5% | -2% | · | 5% | -17% | -7% | ? | -14%
CCOc1ccc(S(N)(=O)=O)cc1-c1nc2c(C(C)(C)C)nn(C)c2c(=O)[nH]1 | 6% | 4% | · | 4% | -28% | -1% | -9% | 3%[15.4 µM]
COC(=O)CC1SC(=O)NC1=Nc1ccc(O)cc1 (stereo unspecified) | 0% | 9% | 5% | 4% | -11% | -6% | 3% | -6%
COc1ccc(C(=O)N=c2nc3ccccn3s2)cc1 | 3% | 3% | · | -5% | 0% | -8% | 0% | -10%[15.4 µM]
